KDM5B inh: inhibitors of human KDM5B histone demethylase | KDM5B demethylase, FDH-coupled NADH fluorescence (FDH is formaldehyde dehydrogenase) | Potency, µM (doses to about 57.7 µM), for the others: top-dose activity change, negative = inhibition, hits mostly inhibitors | hit rate 2.6% among 220,000 | AID 1347165; active = well fitted inhibition curve with a large enough effect; inconclusive = small, poorly fitted or top-dose-only effect; inactive = no such curve, though single readings can be large or run the other way; also: 0% is about no effect; nearly all actives have a fitted effect of over 70% in size
Target sequence (Q9UGL1 whole entry, looked up): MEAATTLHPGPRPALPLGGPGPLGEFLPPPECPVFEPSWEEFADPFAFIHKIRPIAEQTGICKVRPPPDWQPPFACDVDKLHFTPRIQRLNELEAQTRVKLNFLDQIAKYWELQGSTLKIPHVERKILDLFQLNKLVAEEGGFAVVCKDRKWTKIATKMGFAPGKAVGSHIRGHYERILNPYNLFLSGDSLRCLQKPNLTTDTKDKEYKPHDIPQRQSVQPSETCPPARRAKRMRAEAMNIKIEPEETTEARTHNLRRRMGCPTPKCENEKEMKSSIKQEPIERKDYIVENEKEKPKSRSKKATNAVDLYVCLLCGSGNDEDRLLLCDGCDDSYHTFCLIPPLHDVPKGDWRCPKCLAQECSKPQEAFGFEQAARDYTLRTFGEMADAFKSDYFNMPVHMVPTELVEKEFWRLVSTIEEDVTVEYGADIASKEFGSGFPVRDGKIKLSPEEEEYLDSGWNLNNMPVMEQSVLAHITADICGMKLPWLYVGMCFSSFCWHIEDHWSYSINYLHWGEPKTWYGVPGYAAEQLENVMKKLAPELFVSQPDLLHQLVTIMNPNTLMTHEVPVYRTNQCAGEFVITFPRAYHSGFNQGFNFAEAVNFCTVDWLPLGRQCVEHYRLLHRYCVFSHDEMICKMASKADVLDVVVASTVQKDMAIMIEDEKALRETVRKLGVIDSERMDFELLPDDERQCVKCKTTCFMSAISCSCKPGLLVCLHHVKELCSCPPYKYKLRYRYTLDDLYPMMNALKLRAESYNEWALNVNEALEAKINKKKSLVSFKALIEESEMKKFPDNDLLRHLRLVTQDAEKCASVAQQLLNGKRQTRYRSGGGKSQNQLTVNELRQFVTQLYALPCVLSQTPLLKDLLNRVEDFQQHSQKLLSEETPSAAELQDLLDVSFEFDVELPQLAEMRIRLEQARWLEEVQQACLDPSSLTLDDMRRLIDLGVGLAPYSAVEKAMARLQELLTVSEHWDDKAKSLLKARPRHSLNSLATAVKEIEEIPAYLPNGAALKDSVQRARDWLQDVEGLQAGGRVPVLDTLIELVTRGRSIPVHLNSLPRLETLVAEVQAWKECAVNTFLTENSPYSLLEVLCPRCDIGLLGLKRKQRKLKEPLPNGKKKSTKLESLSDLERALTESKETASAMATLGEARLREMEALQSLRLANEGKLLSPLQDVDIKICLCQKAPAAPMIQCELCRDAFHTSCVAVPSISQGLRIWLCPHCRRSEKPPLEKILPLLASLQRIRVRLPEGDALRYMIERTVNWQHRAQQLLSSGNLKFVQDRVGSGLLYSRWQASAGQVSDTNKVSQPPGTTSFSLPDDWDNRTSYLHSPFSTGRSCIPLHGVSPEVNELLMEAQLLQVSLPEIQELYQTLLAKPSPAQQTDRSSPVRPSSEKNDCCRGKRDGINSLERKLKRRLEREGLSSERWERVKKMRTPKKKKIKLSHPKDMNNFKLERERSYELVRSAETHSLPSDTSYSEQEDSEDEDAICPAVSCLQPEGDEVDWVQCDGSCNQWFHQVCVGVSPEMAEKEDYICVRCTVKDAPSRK
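Inhibition is measured as reduced NADH fluorescence generation from FDH coupling to formaldehyde release. Truncated KDM5BΔAP at 200 nM final acts on H3K4me3 peptide (12.5 µM in substrate mix) in pH 7.5 HEPES buffer with Tween-20, 30 min, room temperature.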
* = called active by the depositor; i = inactive; ? = inconclusive; & = joins results of further samples; [ ] = dose if it differs, or a comment. Potency is read from the fitted curve at half-maximal effect. These rows are one share of the data; the hit share may differ from the screen's.

KDM5B inh | SMILES
i | Cc1nn(-c2ccccc2)c2nc(C3CC3)cc(C(=O)Nc3ccccc3F)c12
-3.8% | O=C(CCSCc1ccccc1Cl)NCCc1ccccc1
-12.5% | Cc1ccc(C(=O)N2c3ccc(C)cc3C(C)(c3ccccc3)CC2(C)C)cc1 (stereo not given)
-24.4%[11.5 µM] | COc1ccccc1OC(C)C(=O)N1CCC(c2nc3ccccc3s2)CC1 (stereo not given)
-12.9% | Cc1noc(C)c1S(=O)(=O)N1CCC2(CC1)NCCc1c2[nH]c2ccccc12
5.9% | COc1ccc(OCc2nc(C3CN(C(=O)c4cccn4C)C3)no2)cc1
28.4% | O=C(N[C@H]1CCOC[C@H]1C1CCOCC1)c1cccc(-n2cnnc2)n1
-9.0% | CC12CCC(C(=O)NNc3ccccc3)(OC1=O)C2(C)C (stereo not given)
2.4% | CN1C(=O)C2(CCN(C(=O)COc3ccc(Cl)cc3)C2)c2ccccc21 (stereo not given)
12.3% | CC(C)(C)CC(=O)N1CCC(N2C(=O)CCC2C(=O)NCc2ccccc2)CC1 (stereo not given)
26.8% | N#Cc1ccc(C(=O)N2CCN(C(=O)c3nnn4c3COC(c3ccc(Cl)cc3)C4)CC2)cc1 (stereo not given)
14.1µM* | O=C(c1cccc(F)c1)N1CCN(c2nnc3ccc(Cl)cn23)CC1
5.2% | Cc1ccc2c(CN3CCN(C(=O)c4c(F)cccc4F)CC3)cc(=O)oc2c1
7.8% | CCC(=O)Nc1ccccc1-c1nc2ccccc2n(CC(=O)Nc2ccccc2)c1=O
? | COc1ccc(OC)c(NC(=O)c2nc(S(=O)(=O)Cc3ccc(F)cc3)ncc2Cl)c1
? | O=C(NCc1ccc(-c2nc3ccccc3s2)o1)c1ccc(F)cc1F
-0.2% | Cc1ccc(N=C(N)N=C(N)N)c(C)c1
-10.9% | CCCS(=O)(=O)NCc1cccnc1Oc1ccc(F)c(F)c1
-30.2% | Cc1ccc(C)c(NC(=O)Cn2c(=O)n(Cc3ccc4c(c3)OCO4)c(=O)c3ccc(C(=O)NC4CCCCC4)cc32)c1
7.8% | CCN(CC)c1nc2ccccc2nc1C(=O)Nc1ccc(Cl)cc1
21.6% | Cn1nc(C(=O)OCC(=O)c2ccc(C3CCCCC3)cc2)c2ccccc2c1=O
4.6% | CCOC(=O)N1CCN(S(=O)(=O)c2cc(OCC)ccc2OCC)CC1
2.0% | Cc1nc(C#N)c(NCC(c2cccs2)N2CCOCC2)o1 (stereo not given)
-15.8% | CCOC(=O)C1(Cc2ccc(Cl)cc2)CCN(C(=O)CC2=CCCCC2)CC1
15.4% | COc1ccc(NC(=O)c2ccc(CN3C(=O)NC4(CCOCC4)C3=O)cc2)cc1OC
9.8% | CCC(C(=O)Nc1cccc(Cl)c1C)n1nc(-c2ccc(C)cc2)ccc1=O (stereo not given)
-1.2% | CN(C)C(=O)N1CCC(C(=O)N2CCCC(c3ccc(C(=O)O)cc3)C2)CC1 (stereo not given)
? | Nc1nccc(-c2cc(-c3ccc(Cl)cc3Cl)no2)n1
? | O=C1NCCN2CC3(CCN(C(=O)c4cnccn4)CC3)CC12 (stereo not given)
-10.7% | O=S(=O)(NCC(c1ccco1)N1CCOCC1)c1ccc(Br)cc1 (stereo not given)

Rewritten with tabs: 3 of the compounds above
molecule	KDM5B inh
CCC(C(=O)Nc1cccc(Cl)c1C)n1nc(-c2ccc(C)cc2)ccc1=O (stereo not given)	9.8%
Nc1nccc(-c2cc(-c3ccc(Cl)cc3Cl)no2)n1	?
CN1C(=O)C2(CCN(C(=O)COc3ccc(Cl)cc3)C2)c2ccccc21 (stereo not given)	2.4%

(continued)
KDM5B inh | SMILES
15.1% | COc1ccc2c(c1)CC/C2=N\OC(=O)c1cc(Cl)ccc1SC
6.4% | COc1ccc(NC(=O)c2cnc(Nc3ccc(C)c(Cl)c3)c3ccccc23)cc1OC
-12.1% | Cc1ccc(OCc2nc3c4c(ncn3n2)Oc2cc(O)ccc2C4c2ccccc2)cc1 (stereo not given)
12.5% | CN(CCOc1ccc(Cl)cc1)Cc1nc2ccccc2c(=O)[nH]1
11.8% | Cc1ccc(Cc2nc3ccccc3[nH]2)cc1
-16.2%&15.9% | Cc1noc(Cn2c(=O)c3ccccc3n(CC(=O)Nc3ccc(C(C)C)cc3)c2=O)n1
-2.3% | Cc1csc(NC(=O)c2csc3ccccc23)n1
10.6% | CNc1snc(C)c1C(=O)N(C)CCOc1ccccc1
15.1%[115 µM] | CC(=O)Nc1ccc(C(=O)N2CCN(c3ccc(Cl)nn3)C(=O)C2)cc1
-14.9%[86.2 µM] | Cc1ccccc1-c1cnc2[nH]cc(CC(=O)NCc3ccccc3)c2c1
8.7% | COc1ccc(Cc2nnc(Nc3cccc(Cl)c3)[nH]c2=O)cc1OC
-0.7% | Cc1cc(C)n(CCc2nc3c4ccccc4nc(SCc4ccc(Cl)cc4)n3n2)n1
? | CC(C)C(=O)NC(C)C(=O)N1CCN(c2ccccn2)CC1 (stereo not given)
-0.1% | COc1ccc(-n2nc3c(c2NC(=O)COc2ccccc2F)CS(=O)(=O)C3)cc1
2.8% | CC(C)CCNC(=O)CCNC(=O)c1ccccc1
? | CC(C)CNC(=O)C1CC(=O)N(c2n[nH]c3cc(Br)ccc23)C1 (stereo not given)
? | c1nc(-c2cc(NC3CCNCC3)nc3[nH]ccc23)c2sccc2n1
-14.0% | O=c1[nH]cccc1NS(=O)(=O)c1ccc(F)c(F)c1
9.5% | C=CCC(C#Cc1ccccc1)[N+](C)(C)CC=C (stereo not given)
18.1% | CCC1CCCCN1S(=O)(=O)c1ccc(NC(=O)c2cc(-c3ccc(OC)cc3)on2)cc1 (stereo not given)
10.1% | CCn1c(CC(=O)Nc2ccc(F)cc2)nnc1SCC(=O)NC1CCCC1
13.8% | COc1ccc(CS(=O)(=O)c2ncn[nH]2)cc1
-17.5% | c1cc(-c2ccnc(NCC3(N4CCOCC4)CCCCC3)n2)ccn1
-17.3% | Cc1cccc(NC(=O)COC(=O)c2ccccn2)c1
? | CCCCC(=O)N1CCc2c(nc3cc(-c4ccccc4Cl)[nH]n3c2=O)C1
-11.5% | Cc1ccc(NC(=O)c2cc(S(=O)(=O)N3CCc4ccccc43)ccc2F)cc1Cl
-22.7% | CC(C)c1nc(CNC(=O)c2ccc(N3CCCC(C(N)=O)C3)nc2)no1 (stereo not given)
? | CCc1ocnc1C(=O)N1CCCC(CNC(=O)c2n[nH]c3ccccc23)C1 (stereo not given)
-23.6% | COc1ccc(/C=C/C(=O)Nc2nc(-c3cccs3)ns2)cc1
-21.5%[86.2 µM] | COc1ccc(NC(=O)c2ccc3c(c2)OCCN(CCC(C)C)C3)cn1

Overlap with the part before: 2 compounds, then new ones.
KDM5B inh | SMILES
-23.6% | COc1ccc(/C=C/C(=O)Nc2nc(-c3cccs3)ns2)cc1
-21.5%[86.2 µM] | COc1ccc(NC(=O)c2ccc3c(c2)OCCN(CCC(C)C)C3)cn1
? | COc1ccc(C(=O)/C(=C/c2ccccn2)c2nc3ccccc3o2)cc1OC
-11.0%[86.2 µM] | COc1ccc(C(=O)N2CCOCC3(CN(Cc4cc(F)cc(F)c4)C3)C2)c(OC)n1
? | CCc1cc(CC)c2c(=O)c3ccccc3sc2c1
4.5% | COC(=O)C1=C(C)N(c2ccc(OC)cc2)C(C)=C(C(=O)OC)C1c1ccc(OC)cc1
8.1% | CCCCOC(=O)c1ccc(NC(=O)COC(=O)c2ccc3nc(C)c(C)nc3c2)cc1
-14.4%[86.2 µM] | O=S(=O)(N[C@H]1[C@H](O)[C@H](O)C[C@@H]1c1cncnc1)c1ccc(C(F)(F)F)cc1
-7.7% | C=Cc1ccc(Cn2c(C(=O)O)c(CNC3CCCCC3)c3ccc(C)cc32)cc1
-19.0% | CC(C)NC(=O)CN1C(=O)c2cccnc2Sc2ccccc21
7.94µM* | CN1CCC(Cn2ccc3c(N4CCOCC4)nc(-c4cccc5[nH]ccc45)cc32)CC1
? | COc1ccc(NC(=O)c2ccc3c(c2)C2(CCN(C)C2)CN3Cc2ccccc2)cc1 (stereo not given)
35.4% | Cc1ccc(-c2c[n+](Cc3ccc(Cl)cc3)c3n2CCC3)cc1
-12.6% | CO[C@H]1C(=O)N(C2CCN(S(=O)(=O)Cc3ccccc3)CC2)[C@H]1c1ccncc1
6.7% | CCc1c(C(=O)Nc2ccc(F)cc2C)cnn1-c1ccc(OC)nn1
-20.6% | Cc1ccc(C2Cn3nnc(C(=O)N4CCC(C(=O)Nc5ccc(F)c(Cl)c5)CC4)c3CO2)cc1 (stereo not given)
31.6µM* | CCOCC1(C)COc2ccc(C(=O)NCc3cc(OC)cc(OC)c3)cc2N1 (stereo not given)
-11.8% | COCCNC(=O)c1coc(COc2ccc3c(c2)C(c2cccc(F)c2)N(C(=O)C(C)C)CC3)n1 (stereo not given)
3.4% | CCCCN(Cc1ccccc1)c1ccc(NS(=O)(=O)c2ccc(F)cc2)cc1C(=O)O
? | CC(C)(C)c1ccc(-c2nnc(-c3ccccc3NC(=O)c3ccc(F)cc3F)o2)cc1
11.0% | Cc1cc(-c2nc(-c3ccc(S(=O)(=O)N4CCOCC4)cc3)cs2)ccc1F
-9.5%[86.2 µM] | Cc1cccc(CN(C)C2CCCc3ccccc32)c1 (stereo not given)
-10.5% | COc1ccc(-c2cc(NC(=O)c3ccc4c(c3)NC(=O)CCS4)ccc2OC)cc1
? | O=C(COc1ccc(F)cc1)N1CCCC1c1nc(C2CCOCC2)no1 (stereo not given)
? | CC1(C)CC(=O)c2cc(C#N)c(=O)n(-c3ccc(Cl)cc3)c2C1
12.7% | CC(=O)c1cccc(NC(=O)C2(c3ccc(Br)cc3)CCCC2)c1
-15.9% | CCN(Cc1ccc(C)cc1)Cc1cc(=O)oc2ccc(C)cc12
? | COC(=O)c1ccccc1NC(=O)CN1C(=O)NC2(CCCCC2)C1=O
-8.6% | CC1CCN(c2ncc(C(=O)O)c(-c3ccncc3)n2)CC1
-16.0% | COC(=O)c1sccc1NN1C(=O)c2ccccc2C1=O
17.0% | Brc1cccc(-c2noc(Cc3ccccc3)n2)c1
40.7% | CCC(CC)C(=O)Nc1ccc([C@@H](O)[C@H]2COCC(=O)N2Cc2ccccc2OC)cc1
10.6% | CCOC(=O)c1ccc(NC(=O)c2ncn(-c3ccccc3)n2)cc1
-12.5% | O=C(NC1CCN(c2cc(-c3ccccc3)[nH]n2)CC1)c1cc2ccccc2[nH]1
21.6% | O=C(NCC(O)COc1cccc(C(F)(F)F)c1)C1CCCC1 (stereo not given)
20µM* | CNC(=O)[C@@H]1CN(C(=O)c2cc3ccc(OC)cc3[nH]2)C[C@H]1C1CCN(C)CC1
11.1% | Cc1ccccc1C(=O)N1CCC(n2cc(-c3nc(-c4ccccc4)no3)nn2)CC1
3.9% | CSCCCNC(=S)NCc1ccccn1
-5.7% | O=C(COc1ccccc1Cl)Nc1ccc2nc(SCC(=O)N3CCOCC3)sc2c1
11.2% | CCCCCn1nc(C(=O)Nc2ccc(OC)c(Cl)c2)c2ccccc2c1=O
-0.8%[115 µM] | C[S+](=O)([O-])NC1CC2(CCN(C(=O)CCCN)CC2)c2ccccc21 (stereo not given)
? | Cc1cccc(CC(=O)N2CCCCC2c2noc(COc3ccc(F)cc3)n2)c1 (stereo not given)
24.9%[115 µM] | COc1ccc(-n2nc3n(c2=O)CCN(C(=O)c2ccc(C(F)(F)F)cc2)C3)cc1
-50.1% | COc1ccc(-c2[nH]ncc2CNCCn2cccn2)c(F)c1
? | Cc1cccn2c(=O)c3cc(C(=O)NCc4ccc(F)cc4)c(=N)n(CCCN4CCOCC4)c3nc12
19.7% | CC(OC(=O)c1ccc(CS(C)(=O)=O)cc1)c1ccc(F)cc1F (stereo not given)
11.2% | CCOC(=O)c1ccccc1NC(=O)Cc1c(C(=O)O)n(C)c2ccccc12
14.9% | O=C(O)C(=Cc1cccs1)C(=O)O
? | C(=Nc1ccccc1-c1ccccc1N=Cc1ccc2ccccc2c1)c1ccc2ccccc2c1
-14.9% | COC(=O)C1CCN(C(=O)CC[C@H]2CNC(=O)[C@@H]3[C@@H](CCN3Cc3ccc(F)cc3)N2C)CC1
-25.3% | CC(Sc1nc(-c2cccs2)nc2ccccc12)C(=O)NCc1ccco1 (stereo not given)
? | Cc1cc(C)c(CNC(=O)c2cc(-c3ccc(F)cc3)cc3ncn(C)c23)c(=O)[nH]1
-23.3% | O=C(c1cccnn1)N1C[C@@H](COCC2CC2)[C@H](c2ccncc2)C1
-3.4%&-9.1% | O=C(C1COc2ccccc2O1)N(Cc1cccnc1)c1nc2c(Cl)cccc2s1 (stereo not given)
? | CC(/C=N/NC(=O)c1ccccn1)=C\c1ccco1
-11.9% | CCCCN(C)C(=O)CCNC(=O)Cn1cnc2sc3c(c2c1=O)CCCC3
-18.5% | CCC(=O)Nc1ccccc1-c1nc2ccccc2n(CC(=O)c2ccc(C)cc2)c1=O
154.1%[activator] | Fc1ccc(-c2cc(C3CCNCC3)[nH]n2)cc1
? | Cc1cc(C(=O)OCC(=O)NC2CC2)c2ccccc2n1

Records listed above shown as hits in KDM5B inh:
KDM5B inh | SMILES
14.1µM* | O=C(c1cccc(F)c1)N1CCN(c2nnc3ccc(Cl)cn23)CC1
7.94µM* | CN1CCC(Cn2ccc3c(N4CCOCC4)nc(-c4cccc5[nH]ccc45)cc32)CC1
31.6µM* | CCOCC1(C)COc2ccc(C(=O)NCc3cc(OC)cc(OC)c3)cc2N1 (stereo not given)
20µM* | CNC(=O)[C@@H]1CN(C(=O)c2cc3ccc(OC)cc3[nH]2)C[C@H]1C1CCN(C)CC1

Screening results from PubChem.
